# MCF10A rerep: DNA re-replication induction in MCF 10a cells. AID 624296. hit rate 2.9% among 350,000. Potency, µM (highest dose often 46.1 µM), for the others: top-dose activity, positive = re-replication, actives largely listed as activators. MCF 10A DNA re-replication, Hoechst nuclear intensity, 48 h; also: % of control where 0% means no effect; nearly all actives have a fitted effect of over 50% in size
# Nrf2 ARE act: activators of Nrf2 (ARE) signaling; Potency, µM (titrated, usually from 46.1 µM), inactives show top-dose activation, hits mostly activators; AID 624171; hit rate 0.31% among 410,000; AREc32 ARE-luciferase reporter (MCF7-derived line), luminescence, 24 h; also: % of control where 0% means no effect; nearly all actives have a fitted effect of over 65% in size
#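 Nrf2 activation is followed as ARE-luciferase induction in the AREc32 line after one day of compound treatment; luminescence is read with Steady-Glo.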
# A549 tox: counter-screen for Nrf2 inhibitors: cytotoxicity in A549 cells; A549 ARE-Fluc cells, CellTiter-Fluor viability, 18-24 h; Potency, µM (highest dose often 46 µM), inactives show at the highest dose activity change, negative = cytotoxicity, hits mostly inhibitors; hit rate 0.16% among 390,000; also: % is scaled to controls: 0 for no effect and ±100 for the full control effect
#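 A549 ARE-Fluc cells in 5% FBS OPTI-MEM, 5000 cells/well, rested 2 h then exposed to compounds in concentration-response for 18-24 h at 37 °C. Viability by CellTiter-Fluor fluorescence (Ex 405/Em 525) after 30 min; luciferase luminescence (BugLite, 15 min, RT) read afterwards.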
# Nrf2 block: blocks Nrf2 signaling; A549 ARE-Fluc reporter, luciferase luminescence, 18-24 h; Potency, µM (series often up to 46 µM), for the others: top-dose activity change, negative = inhibition, actives largely listed as inhibitors; hit rate 2.1% among 360,000; also: % is scaled to controls: 0 for no effect and ±100 for the full control effect; nearly all actives have a fitted effect of over 60% in size
#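 A549 ARE_Fluc cells (5000/well, 5% FBS OPTI-MEM) pre-incubated 2 h, then treated with compounds 18-24 h at 37C/5% CO2 in concentration-response. CellTiter-Fluor viability read first; BugLite luciferase luminescence after 15 min at room temperature gives Nrf2 activity.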
# ATXN2 expr inh: reduces ATXN2 reporter expression in HEK-293 cells | hit rate 0.72% among 360,000 | Potency, µM (doses to about 57 µM), inactives show top-dose activity change, negative = inhibition, actives largely listed as inhibitors | HEK-293 ATXN2-luciferase reporter, luminescence, 24 h | AID 1745845; also: % is scaled to controls: 0 for no effect and ±100 for the full control effect; nearly all actives have a fitted effect of over 55% in size
#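 ATXN2-luciferase reporter cells (luciferase flanked by upstream and downstream ATXN2 gene portions) were treated 24 h at 37 °C with compounds at up to 57 uM. SteadyGlo luminescence gave expression; GF-AFC fluorescence gave viability.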
# TGFb SMAD3 inh: TGF-b pathway inhibition. hit rate 1.2% among 410,000. Potency, µM (highest dose often 46.1 µM), for inactives: top-dose activity, negative = inhibition, actives largely listed as inhibitors. HepG2 CAGA-GFP TGF-b/SMAD3 reporter, GFP fluorescence, 18 h; TGF-beta stimulated, 500 pg/mL final; also: % is scaled to controls: 0 for no effect and ±100 for the full control effect; nearly all actives have a fitted effect of over 65% in size
#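 Smad-responsive CAGA-GFP expression was quantified in HEPG2 cells exposed to compounds and 500 pg/mL final TGF-beta for 18 h at 37 degrees C; unstimulated wells defined full inhibition.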
# HepG2 tox: counter-screen for TGF-b inhibitors: cytotoxicity in HepG2 cells | HepG2 CAGA-GFP viability, ATP luminescence, 18 h | Potency, µM (doses to about 46.1 µM), inactives show at the highest dose activity change, negative = cytotoxicity, most hits filed as cytotoxic | hit rate 0.76% among 410,000 | AID 588856; also: some results filed as inactive show a strong effect at the top dose
#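 HepG2 CAGA-GFP cells (1000/well, DMEM with 1% FBS) received compound, then TGF-beta at 500 pg/mL final, and were incubated 18 hours at 37 degrees C. Viability was read by CellTiter-Glo luminescence. Media-only wells were set as complete cell-killing and DMSO as no toxicity.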
# ATXN viability: viability counter-screen for ATXN expression inhibitors. S2 cells (HEK-293 line with an ATXN2-luciferase reporter) viability, CellTiter-Fluor protease fluorescence, 24 h. Potency, µM (top dose mostly 56.7 µM), hits mostly cytotoxic. hit rate 0.49% among 400,000; also: nearly all actives have a fitted effect of over 40% in size
# EPAC2 antag: blocks human EPAC2 exchange factor; Q8WZA2; Potency, µM (series often up to 114 µM), for the others: at the highest dose activity, negative = inhibition, most hits filed as inhibitors; EPAC2 GEF exchange of Rap1B-BODIPY-GDP, fluorescence; hit rate 0.18% among 360,000; also: % is scaled to controls: 0 for no effect and ±100 for the full control effect; nearly all actives have a fitted effect of over 45% in size; many of its hits are not listed in these tables
# Target sequence (Q8WZA2 whole entry, looked up): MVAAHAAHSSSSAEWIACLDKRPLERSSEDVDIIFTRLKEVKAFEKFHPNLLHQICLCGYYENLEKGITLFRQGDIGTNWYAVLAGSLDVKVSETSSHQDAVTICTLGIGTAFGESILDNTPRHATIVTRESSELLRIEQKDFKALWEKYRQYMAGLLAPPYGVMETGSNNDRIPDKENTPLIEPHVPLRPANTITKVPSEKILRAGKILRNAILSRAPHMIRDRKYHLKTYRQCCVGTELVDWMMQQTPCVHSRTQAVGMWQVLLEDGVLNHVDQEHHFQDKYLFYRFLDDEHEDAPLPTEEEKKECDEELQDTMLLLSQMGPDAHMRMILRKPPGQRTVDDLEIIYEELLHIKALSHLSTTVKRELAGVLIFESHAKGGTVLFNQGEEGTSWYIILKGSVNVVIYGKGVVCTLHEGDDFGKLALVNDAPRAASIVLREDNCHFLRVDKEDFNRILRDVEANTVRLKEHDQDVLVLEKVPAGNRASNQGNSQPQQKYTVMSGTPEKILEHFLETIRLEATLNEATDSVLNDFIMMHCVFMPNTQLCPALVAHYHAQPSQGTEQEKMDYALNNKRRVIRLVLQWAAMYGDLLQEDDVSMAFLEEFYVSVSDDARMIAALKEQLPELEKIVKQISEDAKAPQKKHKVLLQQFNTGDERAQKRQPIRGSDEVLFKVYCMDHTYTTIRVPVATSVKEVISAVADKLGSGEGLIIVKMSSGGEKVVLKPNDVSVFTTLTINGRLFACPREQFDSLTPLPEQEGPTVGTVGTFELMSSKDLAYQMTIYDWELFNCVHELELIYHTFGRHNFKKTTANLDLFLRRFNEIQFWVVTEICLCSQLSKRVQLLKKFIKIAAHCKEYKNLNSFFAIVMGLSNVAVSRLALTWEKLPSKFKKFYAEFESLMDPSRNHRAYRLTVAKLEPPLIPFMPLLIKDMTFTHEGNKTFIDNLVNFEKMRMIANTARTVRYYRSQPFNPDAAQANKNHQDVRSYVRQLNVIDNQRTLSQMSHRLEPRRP
# Active calls of the source: *; i = inactive; ? = inconclusive; · = no result given; & = joins results of further samples; [ ] = dose if it differs, or a comment. Calls follow the shape of the dose curve; as a rule, active = well fitted curve in the direction sought with a large enough effect; inconclusive = small, poorly fitted or top-dose-only effect, or another doubt; inactive = no such curve, though single readings can be large; an effect the other way counts as inactive or inconclusive. Potency is read from the fitted curve at half-maximal effect.
SMILES,MCF10A rerep,Nrf2 ARE act,A549 tox,Nrf2 block,ATXN2 expr inh,TGFb SMAD3 inh,HepG2 tox,ATXN viability,EPAC2 antag
O=C(Nc1nnc(S(=O)(=O)N2CCCCC2)s1)c1ccc(F)cc1,·,0.1%,-1%,?,·,-7%,-15%,·,·
COC(=O)c1ccccc1NC(=O)Cn1c(=O)n(CCC(=O)NCc2ccc3c(c2)OCO3)c(=O)c2ccccc21,·,-1.7%,-1%,3%,1%,0%,5%,i,·
O=C(COC(=O)CC1Sc2ccccc2NC1=O)NCc1ccccc1 (configuration not stated),3%,0.6%,1%,1%,-4%,14%,0%,i,14%
CCOC(=O)CN1C(=O)C(O)(CC(=O)c2ccc3c(c2)CCCC3)c2ccccc21 (configuration not stated),?,5.3%,-3%,8%,?,?,-14%,i,-7%
O=C(CC1SC(=O)N(Cc2ccccc2)C1=O)Nc1nccs1 (configuration not stated),1%,0.2%,-7%,14%,6%,-6%,-22%,i,?
C[C@H](NC(=O)c1[nH]cnc1C(=O)Nc1nccs1)c1ccccc1,6%,-0.8%,1%,4%,-33%,27%,5%,i,-3%
O=C(Nc1c2c(nc3ccccc13)CCCC2)c1ccccc1F,4%,-0.7%,-12%,?,-6%,?,-47%,i,-5%
COc1ccccc1OCCC(=O)O,8%,-0.2%,-5%,2%,3%,3%,0%,i,-5%
CCOC(=O)/C(C#N)=C/c1ccc(OCC(=O)Nc2ccc(C)c(C)c2)c(OC)c1,0%,-0.3%,0%,18%,17%,1%,-1%,i,-3%
CCc1ccc(NC(=O)CCNS(=O)(=O)c2cccs2)cc1,13%,0.5%,0%,17%,20%,-8%,-4%,·,-13%
CCOC(=O)C1CCCN(S(=O)(=O)c2ccc(NC(C)=O)cc2)C1 (configuration not stated),-3%,-1.0%,10%,-2%,·,-6%,-8%,i,9%
N=C(N)SCc1cn2ccccc2n1,7%,-0.6%[9.22 µM],-17%,11%,4%,?,-1%,i,20%
CCn1c(=O)c(C(=O)NCCCc2ccccc2)c(O)c2ccccc21,?,6.5%,3%,1%,-32%,?,-9%,i,6%
CSc1nsc(N/N=C/c2ccc3c(c2)OCO3)c1C#N,-23%[9.22 µM],5.8%,0%,4%,72%[activator],10%,7%,i,7%
NC(=O)c1ccccc1NC(=O)CN1CCOCC1,-1%,-0.1%,19%,9%,-8%,0%,2%,i,1%[57.1 µM]
Cc1cccc(-c2cc(NC=O)c3ncc(-c4cccc(C(=O)N(C)C)c4)n3c2)c1,·,12%,·,·,0%,?,-33%,?,?
CCOC(=O)Cc1csc(NC(=S)NC(=O)c2cc(OC)cc(OC)c2)n1,13%,-1.5%,3%,-9%,-11%,-14%,-26%,i,-4%
CCOC(=O)Cc1ccc(NC(=O)N2CCC(CN3CCC(C)CC3)CC2)cc1,·,-0.2%,7%,1%,-8%,-4%,-20%,i,·
O=C(Cc1ccc(Cl)c(Cl)c1)Nc1ccccc1N1CCCC1,?,-0.6%,-7%,?,?,?,-7%,i,-18%
O=C(O)c1ccc(-n2c(/C=C\c3ccc(O)cc3)nc3ccccc3c2=O)cc1,·,3.0%,0%,4%,·,-4%,-2%,·,·
O=C(CN1C(=O)/C(=C\c2cccc(Cl)c2)Sc2ccccc21)NCCCN1CCOCC1,21µM*,6.7%,-2%,-1%,·,-22%,-30%,?,7%
O=C(CN1CCN(S(=O)(=O)c2cccc(Br)c2)CC1)N1CCCCC1,-1%,-0.1%,0%,0%,-32%,9%,-11%,?,5%
O=C(NCCc1ccccc1)c1ccc2c(c1)N(Cc1c(F)cccc1Cl)C(=O)CS2,·,5.2%,-6%,-22%[9.27 µM],5%,?,-11%,?,·
COc1cc(OC)cc(C(=O)N2CCN(S(=O)(=O)c3ccc(Cl)s3)CC2)c1,-3%,-0.4%,2%,5%,2%,-6%,-12%,i,-3%
CCOC(=O)c1cc2c(c(CCO)n1)[C@H](CCO)N(S(=O)C(C)(C)C)C2 (some centres not stated),-3%,0.4%,-1%,9%,13%,?,3%,i,-6%
COc1cccc(/C=N/NC(=O)C(=O)Nc2ccccc2OC(F)(F)C(F)F)c1O,?,-0.4%,-9%,?,10µM*,-10%,-2%,?,-7%
O=C(NC(Cc1ccccc1)c1nc2ccccc2[nH]1)c1cccc([N+](=O)[O-])c1 (configuration not stated),?,0.3%,-22%,-18%,?,-10%,-17%,?,-2%
Cc1ccc(N=Nc2c(=O)[nH]n3c(C)cc(C)nc23)cc1,0%,0.0%,?,-15%,-10%,0%,0%,?,-3%
CC(C)Cn1cc(-c2cncc3nccn23)cn1,·,-0.3%[9.22 µM],·,·,15%,7%,-8%,i,5%
CC1CCN(C(C)C(=O)Nc2ccccc2-c2ccccc2)CC1 (configuration not stated),27%,1.9%,-2%,-7%,?,?,-30%,i,-1%
COc1ccc2cc(C(=O)OC(C)C)sc(=O)c2c1OC,?,5.3%,-7%,12%,21%,11%,-19%,i,-2%
COc1ccc(C2(C(=O)N3CCCC3)CCOCC2)cc1OC,-14%,-0.1%,0%,-1%,-11%,-1%,13%,i,12%
COc1ccc(Cl)cc1-c1nc(SCC(N)=O)n[nH]1,2%,5.7%,-4%,-14%,0%,6%,-2%,i,-1%
C=C1CCN([C@@H](Cc2ccccc2)C(=O)NCCC(C)C)S(=O)(=O)c2ccccc21,-7%,0.6%,3%,-21%,-2%,-17%,-11%,i,-6%
O=C(N/C(=C\c1ccc([N+](=O)[O-])cc1)C(=O)N1CCCCC1)c1ccccc1Br,-2%,1.9%,0%,14%,0%,-6%,-27%,i,2%
CCOC(=O)CC(C(=O)OCC)P(=O)(c1ccccc1)c1ccccc1 (configuration not stated),-4%,3.7%,11%,·,-10%,41%,0%,i,-3%

# Another view of some results above.
structure	MCF10A rerep	Nrf2 ARE act	A549 tox	Nrf2 block	ATXN2 expr inh	TGFb SMAD3 inh	HepG2 tox	ATXN viability	EPAC2 antag
CC(C)Cn1cc(-c2cncc3nccn23)cn1	·	-0.3%[9.22 µM]	·	·	15%	7%	-8%	i	5%
CC1CCN(C(C)C(=O)Nc2ccccc2-c2ccccc2)CC1 (configuration not stated)	27%	1.9%	-2%	-7%	?	?	-30%	i	-1%
COc1ccc2cc(C(=O)OC(C)C)sc(=O)c2c1OC	?	5.3%	-7%	12%	21%	11%	-19%	i	-2%
COc1ccc(C2(C(=O)N3CCCC3)CCOCC2)cc1OC	-14%	-0.1%	0%	-1%	-11%	-1%	13%	i	12%
COc1ccc(Cl)cc1-c1nc(SCC(N)=O)n[nH]1	2%	5.7%	-4%	-14%	0%	6%	-2%	i	-1%
C=C1CCN([C@@H](Cc2ccccc2)C(=O)NCCC(C)C)S(=O)(=O)c2ccccc21	-7%	0.6%	3%	-21%	-2%	-17%	-11%	i	-6%

# (list continues)
SMILES,MCF10A rerep,Nrf2 ARE act,A549 tox,Nrf2 block,ATXN2 expr inh,TGFb SMAD3 inh,HepG2 tox,ATXN viability,EPAC2 antag
Cc1ccsc1C(=O)OCC(=O)Nc1c(C)n(C)n(-c2ccccc2)c1=O,7%,0.4%,-1%,-3%,3%,-16%,9%,i,0%
CC(C)C[C@@H](CNCC(=O)[C@H](Cc1ccccc1)NC(=O)c1[nH]cnc1C(=O)N[C@@H](C)CN)NC(=O)c1nc[nH]c1C(=O)N[C@@H](CC(=O)O)C(=O)O,1%,0.5%,1%,-3%,-6%,20%,-1%,i,7%
CN(CC(=O)Nc1ccc([N+](=O)[O-])cc1Br)Cc1c(F)cccc1Cl,7%,0.0%,5%,?,3%,-15%,-4%,i,3%
CCCCN(C)C1CCN(C(=S)Nc2cccc(OC)c2)CC1,3%,0.3%,-9%,-10%,6%,0%,-17%,?,1%
COc1ccc(S(=O)(=O)N(CC(=O)Nc2ccc(Br)cc2)Cc2ccccc2)cc1,·,5.8%,?,·,?,?,-20%,i,·
O=C(c1c(Cl)cccc1Cl)N1CCN(c2cccc3[nH]ccc23)CC1,22%,0.0%,-2%,34%,-3%,?,0.45µM*,i,5%
CCOC(=O)c1c(C)[nH]c(C)c1S(=O)(=O)N1CCCC(C(=O)N2CCN(c3ccc(Cl)cc3)CC2)C1 (configuration not stated),·,5.7%,-9%,·,?,?,-20%,?,·
NC(=O)C1CCN(CC(=O)Nc2ccc3c(c2)OCO3)CC1,·,-0.5%,·,·,·,-2%,-19%,i,0%
Cc1ccc(Cl)cc1NC(=O)C1CCCN(c2cnccn2)C1 (configuration not stated),-1%,-0.3%&-0.2%,0%&-1%,?,-13%,24%&0%,2%&9%,i,4%
Cc1nn(-c2ccccc2)c(N2CCCC2)c1/C=N/NC(=S)Nc1ccc(F)cc1,4%,1.2%,-3%,-2%,2%,2%,-7%,i,-3%
Cc1ccc(C(=O)CC(C(=O)O)n2ccc(C)n2)cc1 (configuration not stated),-3%,0.8%,0%,-6%,-6%,-13%,-9%,i,2%
COc1ccc(C)cc1NS(=O)(=O)c1ccc2c(c1)CCN2C(C)=O,24%,0.1%,-14%,1%,5%,-1%,-17%,i,-16%
COc1ccc(S(=O)(=O)Nc2ccccc2C)cc1,21µM*,0.2%,-15%,-6%,?,-3%,-16%,?,-14%
CCOc1ccc(NC(=O)CN2CCc3cc4c(cc3C2)OCCCO4)cc1OCC,0%,2.0%,0%,21%,7%,0%,-1%,i,10%
Cc1ccc(C)c(NC(=O)CCN2CCN(c3ccccc3F)CC2)c1,-5%,-0.8%,12%,2%,·,-9%,-17%,i,-2%
CCC[n+]1c2ccccc2cc2ccccc21,13µM*,7.7%,3%,19%,-2%,?,-49%,i,-9%
CSCCC(N=C(NS(=O)(=O)c1ccccc1)c1ccccc1)C(=O)O (configuration not stated),0%,-0.7%,-5%,-16%,1%,-3%,15%,i,6%
COc1ccc(S(=O)(=O)N2CCC(C(=O)N[C@H](C(=O)NCc3ccccc3)C(C)C)CC2)cc1,·,0.6%,·,·,·,-2%,-35%,?,-3%
CCCNC(=O)c1cc(-c2ccc3c(c2)OCO3)on1,9%,-1.0%,1%,?,0%,4%,-19%,i,13%

# These rows are one share of the data; the hit share may differ from the screen's.
